# S1P3 antag = antagonists of human S1P3 receptor; Q99500; inhibition, % at 4.98 µM; CHO S1P3 NFAT-BLA reporter, FRET fluorescence, antagonist mode; 0.27% of 170,000 active;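 active = inhibition above the plate cutoff, the mean inhibition of test wells on that plate plus 3 SD, cut at about 28% in these data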;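 note: cells challenged with S1P at its EC80 of 0.8 µM; blue over green emission ratio from cleaved BLA substrate after 4 h stimulation; 0% = S1P-stimulated wells and 100% = unstimulated DMSO-only wells; some compounds past the cut are filed as inactive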
# Target sequence (Q99500 whole entry, looked up): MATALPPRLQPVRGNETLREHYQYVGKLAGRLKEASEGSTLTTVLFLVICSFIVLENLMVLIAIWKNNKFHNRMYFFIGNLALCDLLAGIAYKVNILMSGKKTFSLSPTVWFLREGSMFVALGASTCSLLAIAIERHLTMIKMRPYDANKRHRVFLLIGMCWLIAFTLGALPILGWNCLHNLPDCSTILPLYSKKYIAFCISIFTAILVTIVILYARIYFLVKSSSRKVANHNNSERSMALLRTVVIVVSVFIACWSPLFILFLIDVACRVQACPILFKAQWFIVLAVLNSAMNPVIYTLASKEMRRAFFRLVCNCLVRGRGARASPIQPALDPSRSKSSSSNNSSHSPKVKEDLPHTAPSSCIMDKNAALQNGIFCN
# bIAP inhibitor = intestinal alkaline phosphatase (bovine) inhibition. 190,000 tested, under 10 active. purified bovine IAP, CDP-star luminescence, 30 min. inhibition, % at 20 µM;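 active = over 50% inhibition of intestinal alkaline phosphatase at 20 µM in the single-dose screen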
#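 test system = bovine IAP enzyme | medium = DEA buffer 100 mM, pH 9.8, with MgCl2 1.0 mM, ZnCl2 0.02 mM | detection = luminescence | dosing = single compound dose of 20 µM, 2% DMSO final | incubation = 30 min reaction at room temperature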
# Lmaj promast = Leishmania major promastigote growth inhibition. inhibition, % at 10 µM. AID 1063. 9% of 200,000 active. Leishmania major promastigotes, resazurin fluorescence viability; in the data active = inhibition above about 50%;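 note: promastigotes grown with compound for 44 hours at 28 °C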
# PPARg SRC-3 ag = promotes SRC-3 coactivator recruitment by human PPARgamma; P37231; biochemical PPARgamma/SRC-3 coactivator recruitment assay; activation, % at 8 µM; 0.26% of 200,000 active; in the data active = activation above about 23%;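 note: 0% = DMSO and 100% = reference agonist; some compounds past the cut are filed as inactive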
# DTT redox prof = compounds producing H2O2 with reducing agent – biochemical, NIH compound library profiling, artefact control for MLSCN library redox annotation, primary screen. DTT-dependent redox cycling H2O2, phenol red/HRP absorbance; 100% = 100 µM peroxide control, 0% = buffer. activation, % at 10 µM. 0.03% of 200,000 active;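 active = activation of at least 50% relative to the plate's high and low controls in the primary single-dose screen; inactive = activation below 50%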;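 note: compound incubated with DTT at 0.8 mM final as the reducing agent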
# RAM inhibit = blocks the yeast RAM network | S. cerevisiae dse1pr::URA3 reporter, 5-FOA growth OD615, 2 d; analog-sensitive cbk1-as2 kinase mutant strain | inhibition, % at 50 µM | 1.8% of 190,000 active;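 active = inhibition above a set limit, 3 SD over mean compound inhibition, cut at about 8.4% in these data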;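 note: 0% = DMSO-only wells with no growth and 100% = 10 µM 1-NA-PP1 full growth; inhibition rescues growth on 5-FOA so higher OD means more RAM inhibition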
# PPARg SRC-2 ag = PPARgamma-driven SRC-2 recruitment agonism | P37231 | activation, % at 8 µM | 0.34% of 200,000 active | PPARgamma LBD-SRC-2 recruitment, biochemical; in the data active = activation above about 22%;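 note: 0% = vehicle and 100% = reference agonist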
# SRC2 TRFRET art = counter-screen for PPARgamma SRC-2 recruitment agonists: TR-FRET artefact; active compounds read high; TR-FRET ratio at 8 µM; 0.4% of 200,000 active; in the data active = TR-FRET ratio above about 2000; note: inactives centre near 1500
# ROMK mod = modulators of human ROMK potassium channel. B-score at 10 µM. P48048. 2% of 130,000 active. Tet-inducible ROMK, thallium flux fluorescence; actives lie on both sides. AID 1918;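 active = signal ratio slope over the read window, or its plate-corrected B-score, at least 3 SD from the plate mean, either direction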;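 note: B-score of the F/F0 ratio slope over 7 to 12 s after thallium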
# Target sequence (P48048 whole entry, looked up): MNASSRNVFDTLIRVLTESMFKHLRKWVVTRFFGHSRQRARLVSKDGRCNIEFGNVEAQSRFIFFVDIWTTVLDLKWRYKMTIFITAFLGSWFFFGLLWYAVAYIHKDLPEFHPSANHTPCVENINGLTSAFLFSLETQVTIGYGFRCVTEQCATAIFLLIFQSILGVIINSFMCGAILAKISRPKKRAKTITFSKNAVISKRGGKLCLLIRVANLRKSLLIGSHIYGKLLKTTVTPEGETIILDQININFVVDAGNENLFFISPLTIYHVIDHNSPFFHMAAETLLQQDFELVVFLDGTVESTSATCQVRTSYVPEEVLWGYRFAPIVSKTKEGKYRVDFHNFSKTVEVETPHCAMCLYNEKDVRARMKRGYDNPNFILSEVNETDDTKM
# PPARg SRC1 recr = agonists of human PPARgamma SRC-1 coactivator recruitment; P37231; PPARgamma-SRC-1 coactivator recruitment biochemical assay; activation, % at 8 µM; 0.41% of 200,000 active; in the data active = activation above about 19%;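 note: 0% = DMSO and 100% = reference agonist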
# Efa HMGR inh = E. faecalis class II HMG-CoA reductase inhibition | purified E. faecalis HMGR, NADPH absorbance 340 nm kinetic | inhibition, % at 10 µM | 0.41% of 190,000 active | AID 1066;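 active = inhibition above a set limit, the median over all tested compounds plus 3 SD, cut at about 9.5% in these data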;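 note: enzyme runs in reverse so mevalonate oxidation gives rising NADPH absorbance; 0% = complete reaction with DMSO and 100% = background rate lacking mevalonate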
# * hit, by the source's call; · = not tested or not shown.
# Every second line gives: PPARg SRC1 recr	ROMK mod	Efa HMGR inh	PPARg SRC-3 ag	SRC2 TRFRET art	bIAP inhibitor	S1P3 antag	DTT redox prof	PPARg SRC-2 ag	Lmaj promast	RAM inhibit
(1) CCCC1CCc2c(sc(NC(=O)c3cccs3)c2C(N)=O)C1 (centres undefined)
→ -5	·	4	-11	1449	0	·	4.0	-1	3	4.1
(2) O=C(CCS(=O)(=O)CCN1CCOCC1)NCNC(=O)CCS(=O)(=O)CCN1CCOCC1
→ -4	-0.13	-2	1	1526	2	-12	0.4	-5	-4	0.9
(3) O=c1ccccn1Cc1c(Cl)cccc1Cl
→ 5	·	1	4	1371	0	·	1.6	-13	-6	0.4
(4) COc1cc2c(cc1NC(=O)/C=C/c1ccc([N+](=O)[O-])cc1)oc1ccccc12
→ 8	0.2	3	3	1743	·	-7	0.9	-4	48	4.4
(5) O=C(NCc1ccco1)N1c2ccccc2Sc2ccccc21
→ 0	0.0035	4	4	1601	4	·	0.1	3	62*	-0.5
(6) COc1ccccc1-c1nc(-c2ccncc2)no1
→ 10	·	-4	-14	1729	0	-5	1.0	3	3	2.0
(7) COc1ccc(C)cc1S(=O)(=O)NC1CCCC1
→ 4	·	-2	18	1413	2	7	-0.1	5	-3	1.1
(8) Cc1cc2ccccn2c1C(=O)c1ccc([N+](=O)[O-])o1
→ 11	-0.98	-9	9	1671	7	-21	-0.4	9	99*	1.4
(9) CN(C)N1C(N)=C(C#N)C(c2cccnc2)C2=C1CC(C)(C)CC2=O (centres undefined)
→ 10	·	-4	-3	1456	8	·	1.2	11	3	0.3
(10) COCCNC(=O)Cn1nc(C)c([N+](=O)[O-])c1C
→ 0	0.33	1	2	1367	2	-14	-0.4	-4	-8	0.1
(11) O=C(O)CCCNS(=O)(=O)c1ccc(Br)s1
→ 4	0.49	-6	-1	1523	8	-30	0.5	5	-5	3.9
(12) COc1cc(CCN2C(=O)c3cccc4cccc(c34)C2=O)c(S(=O)(=O)N2CCC(C)CC2)cc1OC
→ -3	-0.44	4	-1	1551	-17	-5	2.6	-1	38	2.4
(13) Cc1ccc2cc(C#N)c(SCC(=O)NNC(=O)Cc3ccccc3)nc2c1
→ -3	·	1	4	1250	23	-15	0.3	4	-5	-1.5
(14) CCOc1ccc(Br)cc1C(=O)Nc1ccc(C(=O)NCC(C)C)cc1
→ -2	-0.72	-1	-2	1385	3	7	0.9	-2	12	-0.3
(15) COc1ccc(Cc2nnc(N)s2)cc1OC
→ 5	·	-3	3	1484	0	·	1.0	4	-4	0.5
(16) NC(=O)C(c1ncc(C(F)(F)F)cc1Cl)c1c(Cl)cccc1Cl (centres undefined)
→ 5	·	0	-2	1468	9	·	1.4	-2	8	1.2
(17) CSc1nnc(NC(=O)c2cc3ccccc3oc2=O)s1
→ -1	·	-3	2	1859	20	-16	-3.3	-2	11	5.5
(18) Cc1ccccc1NC(=O)CN1C(=O)N/C(=C\c2cccn2-c2cccc(C(=O)O)c2)C1=O
→ 5	-0.7	-5	8	1744	-13	-7	0.0	-2	-5	1.5
(19) COC(=O)c1c(NC(=O)CSc2nnnn2C)sc(C)c1C
→ -3	·	2	-6	1654	14	-7	-3.2	7	2	2.7
(20) COc1cc(C(=O)Nc2cccc(-c3nc4cc(C)cc(C)c4o3)c2)cc(OC)c1OC
→ -4	0.21	-1	-5	1323	34	12	-0.1	8	-1	2.1
(21) CC(=O)c1cccc(NC(=O)N2C3CCC2CC(NC(=O)Nc2ccccc2)C3)c1 (centres undefined)
→ -7	-0.14	0	6	1440	-19	-12	-0.5	-2	-2	4.6
(22) COCCNC(=O)CN1C(=O)CSc2cc(S(=O)(=O)N3CCCCCC3)ccc21
→ -6	·	·	-11	1398	·	0	-0.8	-4	-3	·
(23) N#Cc1c(/N=C/c2ccccc2)oc(-c2ccccc2)c1-c1ccccc1
→ 4	·	-3	6	1580	6	·	-0.1	8	13	1.0
(24) CC(C)(C)C(=O)NC1CCN(S(=O)(=O)c2cccc(C(F)(F)F)c2)CC1
→ 1	0.63	0	0	1767	-1	-2	-0.5	4	-3	1.3
(25) N#Cc1c(NC(=O)CCCl)sc2c1CCCCC2
→ 9	0.016	2	3	1562	-1	6	7.6	10	-1	3.2
(26) CCOCc1nnc(NC(=O)CSCc2ccccc2)s1
→ 4	·	-1	13	1587	0	16	2.5	3	-6	-0.2
(27) Cc1cc(-n2c(C)cc(C(=O)CCl)c2C)no1
→ -3	0.16	-10	7	1780	-1	-16	0.5	9	101*	0.8
(28) CC(C)CN1CCC(C(=O)NCC2CCCO2)CC1 (centres undefined)
→ 5	·	-6	-1	1696	40	·	0.7	-2	-4	1.4
(29) CN(C)[C@@H](CO)c1nnc([C@H](Cc2ccc(O)cc2)NC(=O)C2CCNCC2)o1
→ -2	·	-6	2	1464	-23	-2	0.2	-3	-6	0.1
(30) CCc1c(C)sc(NC(=O)c2noc(C)c2[N+](=O)[O-])c1C#N
→ -4	0.36	-2	6	1659	10	-2	-0.3	10	-5	2.8

# Another view of 15 compounds above:
item	mol	PPARg SRC1 recr	ROMK mod	Efa HMGR inh	PPARg SRC-3 ag	SRC2 TRFRET art	bIAP inhibitor	S1P3 antag	DTT redox prof	PPARg SRC-2 ag	Lmaj promast	RAM inhibit
16	NC(=O)C(c1ncc(C(F)(F)F)cc1Cl)c1c(Cl)cccc1Cl (centres undefined)	5	·	0	-2	1468	9	·	1.4	-2	8	1.2
17	CSc1nnc(NC(=O)c2cc3ccccc3oc2=O)s1	-1	·	-3	2	1859	20	-16	-3.3	-2	11	5.5
18	Cc1ccccc1NC(=O)CN1C(=O)N/C(=C\c2cccn2-c2cccc(C(=O)O)c2)C1=O	5	-0.7	-5	8	1744	-13	-7	0.0	-2	-5	1.5
19	COC(=O)c1c(NC(=O)CSc2nnnn2C)sc(C)c1C	-3	·	2	-6	1654	14	-7	-3.2	7	2	2.7
20	COc1cc(C(=O)Nc2cccc(-c3nc4cc(C)cc(C)c4o3)c2)cc(OC)c1OC	-4	0.21	-1	-5	1323	34	12	-0.1	8	-1	2.1
21	CC(=O)c1cccc(NC(=O)N2C3CCC2CC(NC(=O)Nc2ccccc2)C3)c1 (centres undefined)	-7	-0.14	0	6	1440	-19	-12	-0.5	-2	-2	4.6
22	COCCNC(=O)CN1C(=O)CSc2cc(S(=O)(=O)N3CCCCCC3)ccc21	-6	·	·	-11	1398	·	0	-0.8	-4	-3	·
23	N#Cc1c(/N=C/c2ccccc2)oc(-c2ccccc2)c1-c1ccccc1	4	·	-3	6	1580	6	·	-0.1	8	13	1.0
24	CC(C)(C)C(=O)NC1CCN(S(=O)(=O)c2cccc(C(F)(F)F)c2)CC1	1	0.63	0	0	1767	-1	-2	-0.5	4	-3	1.3
25	N#Cc1c(NC(=O)CCCl)sc2c1CCCCC2	9	0.016	2	3	1562	-1	6	7.6	10	-1	3.2
26	CCOCc1nnc(NC(=O)CSCc2ccccc2)s1	4	·	-1	13	1587	0	16	2.5	3	-6	-0.2
27	Cc1cc(-n2c(C)cc(C(=O)CCl)c2C)no1	-3	0.16	-10	7	1780	-1	-16	0.5	9	101*	0.8
28	CC(C)CN1CCC(C(=O)NCC2CCCO2)CC1 (centres undefined)	5	·	-6	-1	1696	40	·	0.7	-2	-4	1.4
29	CN(C)[C@@H](CO)c1nnc([C@H](Cc2ccc(O)cc2)NC(=O)C2CCNCC2)o1	-2	·	-6	2	1464	-23	-2	0.2	-3	-6	0.1
30	CCc1c(C)sc(NC(=O)c2noc(C)c2[N+](=O)[O-])c1C#N	-4	0.36	-2	6	1659	10	-2	-0.3	10	-5	2.8

# Further records follow:
# Every second line gives: PPARg SRC1 recr	ROMK mod	Efa HMGR inh	PPARg SRC-3 ag	SRC2 TRFRET art	bIAP inhibitor	S1P3 antag	DTT redox prof	PPARg SRC-2 ag	Lmaj promast	RAM inhibit
(31) CC(=O)c1ccc(Nc2nc(=O)c3cccnc3s2)cc1
→ -1	0.025	-1	1	1679	4	·	-0.1	-3	-5	0.3
(32) CCOC(=O)Cc1csc(NC(=O)CSc2nc(-c3ccccc3)c(C#N)c(=O)[nH]2)n1
→ 5	-0.47	4	0	1702	-4	-2	-0.6	6	-14	3.5
(33) CCOc1ccc(-c2nnc(N3CCCCC3)c3ccccc23)cc1
→ 2	·	1	9	1557	2	·	1.0	-4	45	1.1
(34) COc1cccc(N(C(=O)Cn2nnc(-c3ccc(F)cc3)n2)C(C(=O)NCC2CCCO2)c2ccc(Cl)cc2)c1 (centres undefined)
→ 3	·	3	-4	1769	0	-11	-0.8	-1	2	5.2
(35) CC[C@H](C)[C@H](NC(N)=O)C(=O)NCCc1ccc(Cl)cc1Cl
→ -4	1.1	1	1	1655	-4	-16	-1.4	9	8	1.3
(36) COc1ccc2c(c1)Cc1sc(NC(=O)c3cccs3)nc1-2
→ 7	-4.1*	1	-5	1758	9	·	0.8	6	21	1.3
(37) O=C(c1cccc(Cl)c1)N1CCN(Cc2ccncc2)CC1
→ 10	·	-2	3	1393	-8	·	-2.8	4	-7	0.2
(38) Cc1ccc(/C=C/C(=O)OC(C)C(=O)Nc2ccc(Cl)cn2)o1 (centres undefined)
→ 5	1	-1	2	1640	-8	-10	0.3	-2	36	-0.3
(39) CCc1ccc(Nc2nc3ccccc3c(=O)s2)cc1
→ 1	0.071	-5	1	1487	14	4	0.1	-11	27	4.4
(40) CCCCSc1nnc(CSc2ncccn2)n1C
→ 4	0.96	-1	-2	1586	2	29*	-0.1	2	-5	1.6
(41) COC(=O)c1ccccc1COn1c(=O)c[n+]([O-])c2ccccc21
→ -2	·	-6	7	1459	11	-8	2.3	-1	-1	-1.4
(42) COc1ccc(CNS(=O)(=O)c2ccc3oc(C(=O)O)c(C)c3c2)cc1
→ 0	·	-3	1	1636	10	11	2.2	-1	-7	1.6
(43) Cc1cnc(C(=O)Nc2ccc(C(=O)N3CCCCC3)cc2)cn1
→ -4	·	-1	2	1611	5	·	0.3	5	-1	0.5
(44) Nc1nc(Nc2ccccc2Br)nc(C(F)(F)F)n1
→ 7	·	-9	4	1732	22	-18	-0.5	-2	7	2.5
(45) Clc1cccc(Cc2nn[nH]n2)c1
→ 12	·	-1	2	1519	18	-5	0.2	-1	-11	0.8

# Compound activity (PubChem)
